IMP-1 inh: inhibitors of Pseudomonas aeruginosa IMP-1 metallo-beta-lactamase. purified IMP-1, nitrocefin hydrolysis, epi-absorbance fluorescence. 0.45% of 290,000 active. inhibition, % at 5.6 µM. AID 1556;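 active = inhibition above the mean plus 3 SD of all compounds in the same screening run, cut at about 4.5% in these data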;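 also: 0% = IMP-1 with DMSO and 100% = DMSO wells lacking enzyme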
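System: purified recombinant IMP-1 beta-lactamase. Medium: Zinc- and detergent-supplemented HEPES buffer, pH 7.1. Compound: one 5.6 µM dose […]. Schedule: 15 min preincubation plus 25 min reaction at 25 °C. Technique: Epi-absorbance fluorescence, 480 nm excitation, 530 nm emission.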
IDE act: activators of human insulin-degrading enzyme in cells; 0.073% of 340,000 active; activation, % at 5.96 µM; P14735; HEK cells, FAbeta-B cleavage, fluorescence polarization; 0% vehicle, 100% cell-free pure enzyme wells;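 active = activation above the mean of all tested compounds plus 3 SD, set per screening campaign, cut at about 17% in these data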
HCV NS3 hel inh: inhibitors of Hepatitis C virus NS3 helicase; NS3 helicase DNA unwinding, Cy5 molecular beacon fluorescence; inhibition, % at 10.9 µM; 0.56% of 290,000 active;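 active = inhibition above the mean of all tested compounds plus 3 SD, set per campaign, cut at about 35% in these data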;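 also: 0% = DMSO wells and 100% = thioflavine S control wells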
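Material: hepatitis C virus NS3 helicase domain fragment enzyme; measured by: Cy5 fluorescence, 0 and 60 min reads; control set: DMSO and thioflavine S; incubation: 60 min unwinding reaction at 25 °C after ATP addition; read-out basis: % inhibition from 60/0 min fluorescence ratio, DMSO 0%, thioflavine S 100%; repeats: singlicate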
PHOSPHO1 inh: blocks human PHOSPHO1 phosphatase activity. Q8TCT1. recombinant PHOSPHO1, absorbance phosphatase assay. inhibition, % at 13.3 µM. 1.1% of 290,000 active; in the data active = inhibition above about 60%
Target sequence (Q8TCT1 whole entry, looked up): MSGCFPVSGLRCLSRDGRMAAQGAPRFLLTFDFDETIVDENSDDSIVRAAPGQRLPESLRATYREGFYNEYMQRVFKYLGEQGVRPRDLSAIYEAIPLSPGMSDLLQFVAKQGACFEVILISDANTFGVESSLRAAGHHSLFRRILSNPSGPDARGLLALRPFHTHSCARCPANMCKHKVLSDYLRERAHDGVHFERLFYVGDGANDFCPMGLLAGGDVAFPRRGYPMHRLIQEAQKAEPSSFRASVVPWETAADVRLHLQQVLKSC
SUMO HTRF inh: blocks human SUMOylation mediated by UBC9 | inhibition, % at 35 µM | 0.36% of 290,000 active | AID 2006 | HTRF SUMOylation assay, SAE1/SAE2 + UBC9, in vitro; in the data active = inhibition above about 50%, passing the limit was not always enough; also: strong numbers were not always called active
Target sequence (P63279 whole entry, looked up): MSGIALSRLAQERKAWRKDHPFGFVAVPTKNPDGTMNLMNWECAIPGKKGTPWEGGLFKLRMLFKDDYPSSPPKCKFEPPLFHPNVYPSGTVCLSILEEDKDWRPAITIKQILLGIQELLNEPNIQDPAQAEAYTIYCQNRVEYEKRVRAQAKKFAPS
VIM-2 inh: blocks Pseudomonas aeruginosa VIM-2 metallo-beta-lactamase; purified VIM-2, nitrocefin hydrolysis, epi-absorbance fluorescence; inhibition, % at 5.6 µM; 0.89% of 290,000 active;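 active = inhibition above the mean of all tested compounds plus 3 SD, cutoff set per screening run, cut at about 7.5% in these data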;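 also: red hydrolysis product quenches plate fluorescence so inhibitors raise well fluorescence; 0% = enzyme with DMSO and 100% = DMSO without enzyme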
DNA FID counter: fluorescent intercalator displacement, NS3 helicase counter-screen; DNA fluorescent intercalator displacement, fluorescence; AID 1845; inhibition, % at 7.9 µM; 0.17% of 290,000 active; in the data active = inhibition above about 37%;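 also: 0% = vehicle and 100% = reference compound; higher means more ethidium bromide displaced from hairpin DNA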
MEKK3 PB1 HTS: modulators (inhibitors or enhancers) of MEK5 binding to human MEKK3 PB1 domain; Q99759; bead-based flow cytometry, Alexa488-MEK5 binding to MEKK3; actives lie on both sides; 0 = blocked by unlabeled MEK5, 100 = vehicle; binding response (% of control), % at 10 µM; 1.4% of 290,000 active; AID 1529;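 active = binding response more than 3 SD above or below the average of its plate-row segment, actives on both sides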;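 also: Alexa488 bead fluorescence after subtracting the streptavidin-only scavenger bead signal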
Target sequence (Q99759 whole entry, looked up, the tested form may be a part): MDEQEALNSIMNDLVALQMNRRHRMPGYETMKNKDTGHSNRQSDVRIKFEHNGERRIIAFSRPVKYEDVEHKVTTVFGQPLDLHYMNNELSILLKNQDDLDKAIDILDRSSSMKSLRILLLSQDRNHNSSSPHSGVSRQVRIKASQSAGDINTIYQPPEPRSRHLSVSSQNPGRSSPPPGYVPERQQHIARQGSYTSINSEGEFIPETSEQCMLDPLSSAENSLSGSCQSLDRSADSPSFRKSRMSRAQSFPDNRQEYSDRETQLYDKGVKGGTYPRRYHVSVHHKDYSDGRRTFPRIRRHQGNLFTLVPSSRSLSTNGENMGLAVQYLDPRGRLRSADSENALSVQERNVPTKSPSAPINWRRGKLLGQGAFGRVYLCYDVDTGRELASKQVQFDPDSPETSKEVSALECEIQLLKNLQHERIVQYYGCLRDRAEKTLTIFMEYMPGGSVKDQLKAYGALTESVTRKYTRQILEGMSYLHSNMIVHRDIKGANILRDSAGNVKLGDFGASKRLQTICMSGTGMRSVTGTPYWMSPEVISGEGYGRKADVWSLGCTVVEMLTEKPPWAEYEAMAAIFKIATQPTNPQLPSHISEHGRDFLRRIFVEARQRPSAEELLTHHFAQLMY
p-CIP stab down: compounds decreasing mouse p/CIP protein stability; Q05BA5; 0.01% of 290,000 active; F442A p/CIP-EGFP cells, EGFP fluorescence, 16 h; decrease of EGFP signal, % at 10 µM; AID 1984;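 active = EGFP signal decrease of at least 30% at 10 µM or well 3 SD below plate mean, unless failing retest; inactive = the rest, including hits failing retest or dose response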; also: some compounds called inactive have numbers as strong as hits; many of its hits are not listed in these tables
The depositor's hits bear a star; · = not tested or not shown.

(1) C[C@H](N=C1NS(=O)(=O)c2ccccc21)C(=O)OCc1cc([N+](=O)[O-])cc2c1OCOC2
(2) COc1cccc(NC(=O)CCN2C(=O)C3CC=CCC3C2=O)c1 (configuration not stated)
(3) Cc1nn(C(=O)CCC(=O)NCc2ccccc2Cl)c2ccccc12
(4) COC(=O)N/N=C(\C)c1ccc(C)c([N+](=O)[O-])c1
(5) COc1ccccc1NC(=O)CN(Cc1ccco1)C(=O)c1cncc(Br)c1
(6) CCCCCCOc1ccc(N2C(=O)CC(N3CCN(C(=O)c4ccco4)CC3)C2=O)cc1 (configuration not stated)
(7) Cc1ccc(S(=O)(=O)NCCN(CCNS(=O)(=O)c2ccc(C)cc2)S(C)(=O)=O)cc1
(8) COc1ccc(S(=O)(=O)N2CCCCC2)cc1N(C)S(=O)(=O)c1ccccc1

Compound	1	2	3	4	5	6	7	8
IMP-1 inh	-2.2	-3.5	0.4	-0.8	-4.6	-0.8	-3.1	-0.5
IDE act	0	4	1	5	8	3	4	-8
HCV NS3 hel inh	2	13	5	2	6	5	1	1
PHOSPHO1 inh	40	8	19	-52	12	-20	18	52
SUMO HTRF inh	27	6	2	1	-12	-2	-8	-1
VIM-2 inh	-1.2	-3.6	0.4	-2.4	-0.4	-0.3	-5.0	0.2
DNA FID counter	4	-4	-4	-4	-14	-20	-32	-21
MEKK3 PB1 HTS	100	97	101	113	94	101	100	101
p-CIP stab down	8	-15	-4	0	8	4	-3	2

(9) C#CCOc1c(Br)cc(/C=C2/C(=O)ON=C2C)cc1OCC
(10) C/C(=N\NC(=O)c1nc2ccccn2c1C)c1ccco1
(11) CCOC(=O)C1=C(C)N(CCCC(=O)O)C(=O)NC1c1ccc(Cl)cc1Cl (configuration not stated)
(12) CC(C)(C)c1ccc(/C=C2\SC(=O)N(CCNC(=O)c3cccc(S(=O)(=O)N4CCOCC4)c3)C2=O)cc1
(13) CCCCCCCCn1c2c(c(=N)c3ccccc31)CCC2
(14) CC(Oc1ccccc1Cl)c1nnc(N)s1 (configuration not stated)
(15) C=CCN1C(=O)c2ccccc2NC1c1ccc(Br)s1 (configuration not stated)
(16) CCOCCCNC(=O)c1oc2ccc(S(=O)(=O)N3CCOCC3)cc2c1C

Compound	9	10	11	12	13	14	15	16
IMP-1 inh	-2.0	-3.0	-4.2	-2.2	-3.7	-3.5	-4.5	-2.1
IDE act	3	1	6	1	·	6	2	6
HCV NS3 hel inh	4	5	4	2	-71	-4	-1	6
PHOSPHO1 inh	2	40	-19	6	3	21	32	23
SUMO HTRF inh	11	-8	10	-21	5	4	1	14
VIM-2 inh	-1.6	-4.6	0.7	-2.1	-0.8	-3.0	-0.9	-1.2
DNA FID counter	-13	-11	-40	-2	25	-4	-14	-27
MEKK3 PB1 HTS	96	103	99	122	102	·	103	103
p-CIP stab down	1	4	-6	7	-13	3	-12	-17

Quoted from the listing:
Entry for CC(C)(C)c1ccc(/C=C2\SC(=O)N(CCNC(=O)c3cccc(S(=O)(=O)N4CCOCC4)c3)C2=O)cc1 under SUMO HTRF inh: -21
Entry for CCOCCCNC(=O)c1oc2ccc(S(=O)(=O)N3CCOCC3)cc2c1C under VIM-2 inh: -1.2

More results follow.
(17) CCOc1ccc(N(CC(=O)N2CC=C(c3ccccc3)CC2)S(=O)(=O)c2c(C)noc2C)cc1
(18) N#Cc1cnn(-c2ncnc3sc4c(c23)CCCC4)c1N
(19) Cc1cccc(C(=O)N2CCC(Cc3ccccc3)CC2)c1[N+](=O)[O-]
(20) CC(OC(=O)CNC(=O)C12CC3CC(CC(C3)C1)C2)C(=O)Nc1ccc(S(N)(=O)=O)cc1 (configuration not stated)
(21) Cc1ccc(C(=O)NNC(=O)c2cccc(S(=O)(=O)N3CCN(c4ccccc4)CC3)c2)cc1
(22) S=C(Nc1cccc(Cl)c1Cl)N1CCCC1
(23) COc1cc(C2NC(=S)NC(c3ccccc3)=C2C(C)=O)cc(Cl)c1OCC(=O)O (configuration not stated)
(24) COc1ccc(C(=O)n2cnc3ccccc32)cc1

Compound	17	18	19	20	21	22	23	24
IMP-1 inh	-4.9	-4.4	-3.7	-2.6	-2.0	-3.0	-1.7	-1.7
IDE act	-1	2	8	2	3	4	-1	-5
HCV NS3 hel inh	-3	-9	-7	6	0	1	5	-2
PHOSPHO1 inh	-5	23	-9	11	-3	32	50	·
SUMO HTRF inh	7	3	0	6	-18	7	1	8
VIM-2 inh	-0.3	-1.4	-3.8	-2.7	-3.0	-1.7	1.2	-2.7
DNA FID counter	-6	-7	-28	-14	-1	-8	-18	-2
MEKK3 PB1 HTS	110	101	97	93	101	100	104	105
p-CIP stab down	-6	-8	5	-10	-19	-12	0	-8

(25) COC(=O)c1ccc(/C=C(/NC(=O)c2ccccc2)C(=O)N2CCOCC2)cc1
(26) Cc1cccc2sc(NC(=O)C3CCN(C(=O)c4ccco4)CC3)nc12
(27) O=C(COC(=O)Cc1ccc(Cl)cc1Cl)Nc1ccccc1OC(F)F
(28) COc1ccc(S(=O)(=O)N(C)C)cc1NS(=O)(=O)c1ccc(F)c(F)c1F
(29) CCN(CC)S(=O)(=O)c1ccc(C(=O)NCCc2cc3c(OC)ccc(OC)c3[nH]c2=O)cc1
(30) CC(C)(C)N(NC(=O)Nc1ccc(Cl)c(Cl)c1)C(=O)c1ccccc1
(31) O=C(C[n+]1cccc(CNC(=O)c2ccc(OC(F)F)cc2)c1)Nc1cccc(C(F)(F)F)c1
(32) c1ccc2c(c1)NC1(CCCCC1)n1c-2nc2ccccc21

Compound	25	26	27	28	29	30	31	32
IMP-1 inh	-2.2	0.3	-3.1	-1.4	-2.2	-1.4	-1.2	-2.4
IDE act	1	1	1	-1	4	7	-1	11
HCV NS3 hel inh	5	-6	6	-15	-1	1	-86	8
PHOSPHO1 inh	-14	36	2	12	14	22	-5	-1
SUMO HTRF inh	12	18	-37	-5	5	-1	14	26
VIM-2 inh	0.7	2.1	-3.1	-1.2	-4.3	-6.3	0.8	-1.4
DNA FID counter	-25	-26	-19	-8	-10	7	25	8
MEKK3 PB1 HTS	104	101	101	95	·	104	109	100
p-CIP stab down	7	-5	0	-22	-17	7	-5	6

(33) O=C(OCc1cccc([N+](=O)[O-])c1)c1cccnc1
(34) Fc1cccc(CSc2nc3ncc(Cl)cc3[nH]2)c1
(35) CCN(CC)S(=O)(=O)c1cc(NC(=O)Cn2ncc(Cl)c(Cl)c2=O)ccc1C
(36) CCC1(C)CC(CCN(Cc2ccco2)C(C)=O)(c2ccccc2)CCO1 (configuration not stated)
(37) O=C(NCc1cccnc1)C1CC2c3ccccc3C1c1ccccc12 (configuration not stated)
(38) Fc1ccc(-c2ccnc3nc(-n4cccc4)nn23)cc1
(39) CCN(CC)S(=O)(=O)c1ccc(N2C(=O)Nc3ccccc3N2O)cc1
(40) CCCOc1ccc(N/C=C/C(=O)C(C)(C)C)cc1

Compound	33	34	35	36	37	38	39	40
IMP-1 inh	-1.2	-1.4	-2.5	-1.1	-1.6	-3.3	-2.9	-1.0
IDE act	0	·	5	-6	3	2	4	2
HCV NS3 hel inh	1	1	8	2	-3	3	19	-7
PHOSPHO1 inh	13	8	12	32	32	13	-10	34
SUMO HTRF inh	-15	0	66*	0	30	38	12	1
VIM-2 inh	-0.9	-1.1	-3.0	-2.8	-2.5	-1.7	-2.5	-0.6
DNA FID counter	-8	-4	-16	-34	-9	-3	4	0
MEKK3 PB1 HTS	111	99	106	99	99	98	96	85
p-CIP stab down	28	-1	-4	-8	-3	-2	-13	3

By substructure: the compounds so far with fluorine
(27) O=C(COC(=O)Cc1ccc(Cl)cc1Cl)Nc1ccccc1OC(F)F
(28) COc1ccc(S(=O)(=O)N(C)C)cc1NS(=O)(=O)c1ccc(F)c(F)c1F
(31) O=C(C[n+]1cccc(CNC(=O)c2ccc(OC(F)F)cc2)c1)Nc1cccc(C(F)(F)F)c1
(34) Fc1cccc(CSc2nc3ncc(Cl)cc3[nH]2)c1
(38) Fc1ccc(-c2ccnc3nc(-n4cccc4)nn23)cc1

Compound	27	28	31	34	38
IMP-1 inh	-3.1	-1.4	-1.2	-1.4	-3.3
IDE act	1	-1	-1	·	2
HCV NS3 hel inh	6	-15	-86	1	3
PHOSPHO1 inh	2	12	-5	8	13
SUMO HTRF inh	-37	-5	14	0	38
VIM-2 inh	-3.1	-1.2	0.8	-1.1	-1.7
DNA FID counter	-19	-8	25	-4	-3
MEKK3 PB1 HTS	101	95	109	99	98
p-CIP stab down	0	-22	-5	-1	-2

New compounds follow.
(41) Cc1ccc(Nc2nc(=O)[nH]nc2C)cc1
(42) O=C(Cn1nc(Cc2cccnc2)c2ccccc2c1=O)Nc1cc(F)ccc1F
(43) Cc1cc(=O)n(C)c(=O)n1CCCNc1ccccc1
(44) COC1=C(Nc2ccc(C)cc2)C(=O)c2ccccc2C1=O
(45) CCOc1ccc(N2C(=O)CC(NC3CCN(C(=O)c4cccs4)CC3)C2=O)cc1 (configuration not stated)
(46) CCOC(=O)C(C(=O)Nc1cccc(C)c1)C1CCCCC1 (configuration not stated)
(47) COc1ccccc1NC(=O)C1=C(C)NC(SCC(=O)c2ccccc2)=C(C#N)C1c1ccco1 (configuration not stated)
(48) COc1ccc(-c2noc(CCCC(=O)N3CCOCC3)n2)cc1

Compound	41	42	43	44	45	46	47	48
IMP-1 inh	-2.7	-0.5	-1.5	-1.8	-2.1	-3.3	-5.7	-0.5
IDE act	3	4	5	3	5	4	2	-4
HCV NS3 hel inh	1	-8	-4	0	1	0	13	-9
PHOSPHO1 inh	3	37	-14	-5	·	11	10	12
SUMO HTRF inh	22	6	2	23	10	2	12	10
VIM-2 inh	-1.6	1.4	-0.3	6.6	-0.7	0.2	0.2	0.4
DNA FID counter	3	-15	2	5	-28	-16	-16	-17
MEKK3 PB1 HTS	85	81	102	91	100	99	96	81
p-CIP stab down	-3	-9	-6	-17	4	3	-28	0

(49) Cc1ccc2[nH]c(=O)c(CN(CCCN(C)C)C(=S)NCCc3ccccc3)cc2c1
(50) COc1ccc(/C=N/NC(=O)c2nc(-c3ccccc3)n(-c3ccccc3)n2)cc1
(51) COc1ccc(CNC(=O)COC(=O)CC2CC3CCC2C3)cc1OC (configuration not stated)
(52) O=c1c2ccccc2nc(COc2ccccc2)n1/N=C/c1ccc(O)c(O)c1
(53) O=C(CCl)N=c1sccn1Cc1cccc2ccccc12

Compound	49	50	51	52	53
IMP-1 inh	-0.9	-4.0	-1.3	-2.1	1.0
IDE act	0	1	-5	0	-4
HCV NS3 hel inh	-56	-6	-5	1	5
PHOSPHO1 inh	30	-12	-11	23	44
SUMO HTRF inh	12	20	-9	-6	-5
VIM-2 inh	-2.1	-3.9	-0.3	-0.7	-0.4
DNA FID counter	24	-18	-27	-8	-11
MEKK3 PB1 HTS	104	98	95	100	99
p-CIP stab down	-4	-13	-15	-5	7

Screens deposited in PubChem BioAssay by several laboratories.

An excerpt; the hit share may differ from the screen's.
